Assay outcomes as filed in PubChem.
SUMO Mot1 rescue = inhibitors of SUMOylation pathway: yeast Mot1-301 growth rescue; S. cerevisiae Mot1-301 growth rescue, ATP luminescence, 38.5C; percent above DMSO median, 100 means doubled; growth rescue, % at 18.8 µM; 320,000 compounds, 1% hits; AID 2716;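 active = every valid replicate shows activation above 250% relative to neutral control wells; inactive = the rest, any valid replicate at or below 250%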;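 note: OY570 slx delta 5 strain wells were the positive control but not used for scaling; some compounds called inactive have numbers as strong as hits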
AddAB inh = less growth of phage-infected E. coli with AddAB | E. coli expressing H. pylori AddAB, absorbance growth | inhibition, % at 11.9 µM | 330,000 compounds, 0.29% hits | AID 435030; in the data active = inhibition above about 12%;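 note: 0% = vehicle wells of infected cells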
PKA-R2B activ = PKA-R2B complex activation | P22694+P31323 | PKA-R2B holoenzyme dissociation, Cy5-IP20 fluorescence polarization; R2B truncated from residue 108, S112A mutant; 0% DMSO only, 100% 113 µM cGMP | activation, % at 11.4 µM | 340,000 compounds, 0.079% hits | AID 504700;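 active = activation above a cutoff set at the mean over all compounds plus 3 SD, cut at about 18% in these data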;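 note: higher means more holoenzyme dissociation and a rise in polarization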
Target sequence (P31323 whole entry, looked up, other chains not shown, the tested form may be a part): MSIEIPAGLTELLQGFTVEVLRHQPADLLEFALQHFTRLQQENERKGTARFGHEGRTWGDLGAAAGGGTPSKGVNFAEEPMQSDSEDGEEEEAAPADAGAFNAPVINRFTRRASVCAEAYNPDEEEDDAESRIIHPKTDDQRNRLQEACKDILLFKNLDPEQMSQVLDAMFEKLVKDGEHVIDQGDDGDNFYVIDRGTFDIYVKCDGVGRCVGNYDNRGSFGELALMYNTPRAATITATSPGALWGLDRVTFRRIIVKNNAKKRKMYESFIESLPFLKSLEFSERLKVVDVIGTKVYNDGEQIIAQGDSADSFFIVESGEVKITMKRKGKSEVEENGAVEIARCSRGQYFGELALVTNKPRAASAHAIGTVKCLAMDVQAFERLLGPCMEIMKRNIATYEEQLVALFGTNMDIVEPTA
HTR5A ag ctr = HTR5A agonism, opioid heterodimer counter-screen. HTR5A agonist assay, luminescence, cell-based. 340,000 compounds, 0.61% hits. P47898. activation, % at 9.3 µM. AID 504692; in the data active = activation mostly above about 9.5%, no sharp cut-off; inactive = mostly below about 7.6%;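 note: 0% = cells with vehicle only and 100% = reference agonist; strong numbers were not always called active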
Ecoli viability = bacterial growth inhibition, counter-screen for AddAB inhibitors; E. coli V3065 growth, OD600 absorbance, 18 h; inhibition, % at 11.9 µM; 330,000 compounds, 0.27% hits; AID 449728;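 active = inhibition above the campaign's mean inhibition across all tested compounds plus 3 SD, cut at about 9.9% in these data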;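 note: uninfected addAB+ strain grown without phage in ampicillin broth; 0% = DMSO wells and 100% = ciprofloxacin 0.95 µg/ml wells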
Tat export inh = E. coli Tat transport inhibition | inhibition, % at 10 µM | E. coli MC4100 TorA-mCherry Tat export, fluorescence | 340,000 compounds, 0.036% hits;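 active = mean replicate inhibition at least 50% and at least half of replicates individually reaching 50%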;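 note: exported cargo escapes ClpAP degradation while cytoplasmic cargo is degraded and loses fluorescence; 0% = median of neutral control wells and 100% = median of NaSCN control wells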
DAGLB inh = blocks human DAGLB lipase activity; 340,000 compounds, 0.059% hits; Q8NCG7; HEK293T DAGLB membrane lysate, EnzChek fluorogenic substrate; inhibition, % at 5.17 µM; in the data active = inhibition above about 34%;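 note: 0% = enzyme with vehicle and 100% = wells lacking enzyme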
phage Ecoli inh = E. coli growth loss with phage present; 360,000 compounds, 0.26% hits; growth absorbance; AID 651602; inhibition, % at 11.9 µM; in the data active = inhibition above about 11%
PKA-R1A activ = activators of PKA-R1A complex | PKA-R1A dissociation, Cy5-IP20 fluorescence polarization; scaled: DMSO 0%, 113 µM cGMP 100% | activation, % at 11.4 µM | 340,000 compounds, 0.083% hits;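 active = percent activation above the mean of all tested compounds plus 3 SD, cut at about 19% in these data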;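 note: higher means more PKAc released from R1A so a rise in polarization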
CDK5 inh = inhibitors of human CDK5/p35 kinase | 330,000 compounds, 0.01% hits | AID 488839 | Q00535+Q15078 | Recombinant CDK5/p35, ADP-Glo luminescence, 60 min | inhibition, % at 10 µM;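 active = highest replicate inhibition of at least 50% and at least 75% of replicates reaching 50%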;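 note: plate controls were DMSO neutral control for no effect and GW8510 at 10 µM for full effect; many of its hits are not listed in these tables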
Target sequence (Q00535 whole entry, looked up): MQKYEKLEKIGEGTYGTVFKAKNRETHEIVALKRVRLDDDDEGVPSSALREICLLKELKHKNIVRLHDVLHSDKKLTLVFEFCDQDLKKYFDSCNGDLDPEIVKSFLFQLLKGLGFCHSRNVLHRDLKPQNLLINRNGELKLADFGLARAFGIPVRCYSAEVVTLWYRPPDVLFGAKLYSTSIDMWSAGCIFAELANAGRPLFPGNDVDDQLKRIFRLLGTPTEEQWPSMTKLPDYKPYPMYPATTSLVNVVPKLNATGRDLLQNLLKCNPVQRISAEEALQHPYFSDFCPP
Target sequence (Q15078 whole entry, looked up): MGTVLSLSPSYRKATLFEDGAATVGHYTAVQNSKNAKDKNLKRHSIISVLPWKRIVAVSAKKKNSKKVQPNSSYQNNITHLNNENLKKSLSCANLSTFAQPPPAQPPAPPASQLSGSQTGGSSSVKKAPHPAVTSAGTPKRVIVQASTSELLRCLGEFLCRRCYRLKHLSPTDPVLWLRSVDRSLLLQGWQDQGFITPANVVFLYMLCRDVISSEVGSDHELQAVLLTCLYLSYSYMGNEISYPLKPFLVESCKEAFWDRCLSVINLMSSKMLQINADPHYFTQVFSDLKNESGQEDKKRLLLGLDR
HTR5A inv ctr = counter-screen for OPRM1-OPRD1 inverse agonists: human HTR5A inverse agonism; P47898; HTR5A cell line, luminescence; inhibition, % at 9.3 µM; 340,000 compounds, 0.083% hits; AID 504634; in the data active = inhibition mostly above about 23%, no sharp cut-off; inactive = mostly below about 18%;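 note: 0% = cells with DMSO and 100% = no-cell wells with DMSO; some compounds called inactive have numbers as strong as hits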
An asterisk follows results filed as active; . = not tested or not shown.

SMILES	SUMO Mot1 rescue	AddAB inh	PKA-R2B activ	HTR5A ag ctr	Ecoli viability	Tat export inh	DAGLB inh	phage Ecoli inh	PKA-R1A activ	CDK5 inh	HTR5A inv ctr
COc1ccc(CNS(=O)(=O)CCNCc2ccccc2OC)cc1	.	.	6	0	.	3	-3	4.9	-2	0.5	1
CN(C)c1ccc(/C=N/NC(=O)c2cnc3ccccc3c2)cc1	5	-3.3	-9	2	-4.6	8	1	1.4	-2	-1.0	-7
O=C(c1nc2ccccn2c1CNCCCn1cccn1)N1CCCC1	-20	1.5	3	-2	1.5	3	0	-1.1	14	-0.8	-18
COc1ccc(OCCn2nnc(-c3ccc(Cl)cc3)n2)cc1	17	0.9	-2	3	0.7	-10	-4	0.8	14	0.3	-20
O=C(c1ccco1)N1CCN(C(=O)c2cc3c(s2)-c2ccccc2OC3)CC1	22	0.6	2	3	-1.2	-6	0	4.7	5	-1.1	-9
O=C(CCn1c(=O)oc2ccccc21)NCCN1CCOCC1	-9	1.5	-8	-3	-2.2	0	-1	5.1	-2	0.9	-9
COc1cc(/C=C/C(=O)OCC(=O)N2CCCC2)cc(OC)c1OC	-1	-0.9	-6	3	0.7	-9	1	-1.0	7	-2.9	-9
CC1CCCCC1NC(=O)CCNC(=O)N1CC(=O)Nc2ccccc21 (stereo unspecified)	-3	0.0	-7	-1	-2.3	2	-2	1.7	-4	-1.2	-11
O=C(Nc1ccccc1C(=O)N/N=C/c1ccco1)c1ccccc1	2	2.8	2	0	-1.9	-2	0	2.4	12	0.9	-8
COCC1CCN(Cc2cn[nH]c2-c2ccc(OC)cc2F)C1 (stereo unspecified)	-1	2.0	4	2	-2.9	-4	0	3.2	-7	1.1	-4
COC(=O)c1sc(SC)c(S(=O)(=O)C(C)C)c1N/N=C(\C#N)C(=O)c1ccccc1	-15	1.3	-2	2	-1.9	4	11	2.1	-10	0.4	19
O=C(Nc1ccnc(-c2ccncc2)n1)c1ccc(F)cc1	215	2.6	-4	-2	-0.5	3	0	-2.3	-6	-0.5	7
CCOC(=O)C1CCCN(c2cc(=O)n(C3CCCCC3)c(=O)[nH]2)C1 (stereo unspecified)	11	-1.4	5	-2	-1.1	-1	-1	0.4	-1	0.9	28
Cc1cccc(N2CCN(C(=O)Cn3c(=O)[nH]c4ccsc4c3=O)CC2C)c1 (stereo unspecified)	62	1.9	-5	1	0.8	-8	0	3.1	-1	-0.3	-6
O=C1c2ccc(Oc3ccc([N+](=O)[O-])cc3)cc2C(=O)N1CCO	81	-0.7	0	2	-1.2	-6	-1	-0.7	6	0.8	-9
COc1ccc(S(=O)(=O)Nc2cc(C)ccn2)cc1	172	-2.0	2	-2	-0.6	4	0	-2.1	0	-2.2	6
COc1ccc(NC(=O)Nc2ccc3c(c2)OCO3)c(C)c1	-12	3.9	13	-1	1.9	-4	0	3.5	10	0.4	7
O=C(O)c1c2c(nc3ccccc13)/C(=C/c1c(F)cccc1F)CCC2	-8	1.4	10	5	0.9	-3	4	-0.7	-2	-0.7	-16
O=C(NC(N1CCOCC1)C(Cl)(Cl)Cl)c1ccccc1Cl (stereo unspecified)	37	-0.3	-1	1	-0.6	2	-2	6.0	1	-0.3	-3
CC(C)(C)NC(=O)CSc1ncnc2c1cnn2-c1ccccc1	8	-0.5	-13	-1	-1.9	1	-1	-1.0	-12	-1.6	3
CCN(CC)CCCNc1nc2ccccc2[nH]1	5	-2.3	-3	-6	-1.7	4	2	-0.2	-8	0.9	16
O=C(CSc1nnnn1-c1ccc2c(c1)OCCO2)c1cccc2c1OCCO2	26	0.2	11	4	-1.2	-2	-2	-0.2	12	2.4	-10
Cc1ccccc1-n1nnnc1SC(C)C(=O)Nc1ccc(N2CCN(C)CC2)cc1 (stereo unspecified)	-46	4.3	3	-1	-2.0	-1	3	-0.5	7	0.9	-25
COC(=O)CSc1nnc(CNC(=O)c2ccco2)n1-c1ccc(F)cc1	1	0.9	6	-1	1.0	0	-1	.	5	0.1	-20
CC(=O)c1c(C)[nH]c(C(=O)OCc2nnc(-c3ccccc3)o2)c1C	-10	1.1	10	-1	-0.8	0	-1	3.2	-5	-0.5	-18
Continuation.
SMILES	SUMO Mot1 rescue	AddAB inh	PKA-R2B activ	HTR5A ag ctr	Ecoli viability	Tat export inh	DAGLB inh	phage Ecoli inh	PKA-R1A activ	CDK5 inh	HTR5A inv ctr
CC1COc2ccccc2N1S(=O)(=O)c1ccc(Cl)cc1 (stereo unspecified)	-9	-0.3	-5	3	-0.6	9	-16	1.7	-15	-1.3	-6
C=CCOc1ccc(CN(C)C(=O)c2ccc(CNS(=O)(=O)c3ccc(C)c(C)c3)cc2)cc1	0	-2.0	-3	2	-1.2	7	-2	-2.7	6	0.0	-5
CCOC(=O)c1ccc(NC(=O)c2nccnc2C(=O)O)cc1	-7	2.7	-17	0	2.1	-16	-3	-0.1	-6	-0.1	1
CC(C)Nc1nnc(SC(C)C(=O)Nc2ccc(Cl)cn2)s1 (stereo unspecified)	9	-2.6	0	-1	-1.9	2	2	1.8	2	0.1	1
Cc1nnc(SCC(=O)Nc2c(Cl)cccc2Cl)n(N)c1=O	17	-0.4	6	1	-1.0	-5	-2	1.4	-1	-0.5	-4
Cc1cc(C(=O)COC(=O)[C@H](C)NC(=O)c2ccco2)c(C)n1Cc1ccco1	10	4.9	-11	0	-0.2	-8	-1	7.3	-5	2.7	1
CN(C)C(CNC(=O)c1ccc(Cl)c(S(=O)(=O)N2CCCCCC2)c1)c1ccccc1 (stereo unspecified)	-5	0.9	-12	4	1.9	-5	-2	3.3	-7	1.3	-13
COc1cc(OC)cc(-c2cc3nc(C)c(CCC(=O)Nc4nc(C)cs4)c(C)n3n2)c1	-7	-1.9	6	5	-1.4	2	-2	2.8	2	-1.3	-16
CCCCCNC(=O)CCc1ccccc1	17	3.1	-8	0	-0.2	4	3	4.8	-4	1.2	12
Clc1ccccc1-c1ncc2ccccn12	-14	4.6	17	-3	-0.2	12	-1	0.5	-8	0.5	7
Cc1ccc(CNC(=O)c2cn(C)c3ccc(S(=O)(=O)N4CCOCC4)cc3c2=O)cc1	9	1.7	12	3	-1.0	2	2	-0.5	-13	.	-10
NC(=O)Cn1c(=O)n(CCCC(=O)NC2CCN(Cc3ccccc3)CC2)c(=O)c2ccccc21	7	1.4	5	-3	-1.4	0	-6	3.4	-2	0.5	-7
Cc1noc(C)c1NC(=O)Nc1cccc2c1O[C@@H](CN(C)C(=O)Nc1ccc3c(c1)OCO3)[C@@H](C)CN([C@H](C)CO)C2=O	4	1.8	-1	0	-1.3	-1	-1	3.2	5	-1.0	5
CCOc1ccc(S(=O)(=O)NCCCn2ccnc2)cc1	-11	0.7	-3	5	-0.5	1	-2	4.3	-11	-0.7	3
CCn1nnnc1SCC(=O)Nc1ccc(OC)cc1	-5	-0.4	-14	-4	-3.3	-2	-1	2.4	-3	-0.5	-19
Cc1ccc(OC2CCN(C(=O)C3CCC(=O)N(C4CC4)C3)CC2)cc1 (stereo unspecified)	0	-2.1	-8	-3	3.5	-5	3	1.9	-5	5.6	1
COc1ccc(C=O)cc1COc1ccc(Cl)cc1[N+](=O)[O-]	-12	0.8	-5	6	-1.9	-2	-2	4.2	1	-1.7	-15
NS(=O)(=O)c1ccc(CCNC(=O)c2ccc(Cn3c(=O)[nH]c4ccccc4c3=O)cc2)cc1	10	4.1	6	5	0.9	-5	-2	0.8	-14	0.3	-12
CCN(CC)S(=O)(=O)c1cc(NC(=O)C2CSC3(C)CCC(=O)N23)ccc1C (stereo unspecified)	13	-0.8	-6	-5	-1.9	6	-1	1.2	2	0.2	12
Cc1ccc(S(=O)(=O)N2CCCCC2)cc1C(=O)Nc1ccc(S(=O)(=O)Nc2ncccn2)cc1	7	0.7	6	2	2.1	2	1	1.0	5	-2.4	12
O=C(NNC(=O)c1ccc(F)c(S(=O)(=O)N2CCOCC2)c1)c1ccc([N+](=O)[O-])cc1	1	1.6	4	-7	-2.6	11	2	0.1	-5	0.3	18
CCOc1ccc(NC(=O)C2CCC(CNc3c(N4CCC(C)CC4)c(=O)c3=O)CC2)cc1 (stereo unspecified)	-3	2.6	-4	6	0.7	-19	3	2.0	-6	1.2	-17
O=C(NCCN1CCN(C(=O)c2ccc([N+](=O)[O-])cc2)CC1)C(=O)Nc1ccc(F)cc1	-8	2.6	-5	-1	-1.0	-8	2	2.5	-15	0.3	12
COCCOC(=O)c1[nH]c2c(c1C)C(=O)CC(c1ccccc1)C2 (stereo unspecified)	-10	1.7	-6	5	-0.4	-13	-1	.	1	-1.9	-26
O=C(CC12CC3CC(CC(C3)C1)C2)Nc1cccc2ncccc12	74	-0.4	-6	5	-0.4	1	-4	1.4	8	-0.7	8
Further results:
SMILES	SUMO Mot1 rescue	AddAB inh	PKA-R2B activ	HTR5A ag ctr	Ecoli viability	Tat export inh	DAGLB inh	phage Ecoli inh	PKA-R1A activ	CDK5 inh	HTR5A inv ctr
CCN(C(=O)C1CCCN1S(=O)(=O)c1ccc2c(c1)n(C)c(=O)c(=O)n2C)c1ccccc1 (stereo unspecified)	3	7.8	-1	2	1.2	4	0	1.7	-6	0.2	-5
CCOC(=O)CSc1nnc(Cc2ccccc2)n1-c1cccc(Cl)c1	-12	2.3	-2	-7	-3.5	-1	-2	.	6	2.1	7
CCNC(=S)Nc1ccc2ncoc2c1	-8	5.5	-5	5	2.8	-19	-2	3.1	-4	1.9	-12
CC(=O)c1c(C)n(-c2ccccc2)c2ccc(OCC(N)=O)cc12	62	0.6	3	-2	-0.5	9	1	1.9	0	-2.4	4
O=C1CCC(=O)N1CNc1ccc(Oc2ccccc2)cc1	10	1.3	-4	8	-0.4	3	-1	1.0	-3	-0.9	-1
Fc1ccccc1-c1nc(NC2CCCC2)c2ccccc2n1	25	0.9	-6	1	-0.2	-3	-5	2.0	4	3.1	-5
Cc1ccc(S(=O)(=O)NCc2ccccn2)c(C)c1	-22	-0.7	2	3	-1.3	2	0	2.4	13	-0.5	0
Brc1ccc(CSc2ccc(-c3ccco3)nn2)cc1	-27	-0.7	-1	5	-0.8	-4	-5	2.5	-7	5.1	-12
COc1cc(OC)cc(-c2nc3nc(C)c(CCC(=O)NCC(OC)OC)c(C)n3n2)c1	7	-2.1	-3	-1	-3.0	-4	0	2.6	-4	-0.5	18
CCOC(=O)Nc1ccc(Oc2ccccc2)cc1	-10	1.9	-8	-4	1.6	-4	-7	4.8	7	-0.1	11
COc1ccc(Nc2nc3c(C)cccn3c(=O)c2C=NCc2ccccc2)cc1	-12	0.3	8	-1	1.7	0	1	3.8	0	-0.2	18
CC(=O)c1ccc(OCc2cc([N+](=O)[O-])cc3c2OCOC3)cc1	-15	-1.8	-2	-1	-2.4	1	-1	1.8	1	-0.6	-13
O=C(Cc1n[nH]c(=O)c2ccccc12)NC(c1ccccc1)c1ccccc1	-31	-0.1	-3	-6	-0.2	-6	-1	1.5	0	-3.8	16
Cc1cc(C)c2oc(=O)cc(CN3CCOCC3)c2c1	.	2.1	5	-6	0.4	-1	-3	2.2	-4	-1.3	5
